# KCNH2 WT inh – qHTS for Inhibitors of KCHN2 3.1: Wildtype qHTS; Voltage-gated inwardly rectifying potassium channel KCNH2 (Homo sapiens), Q12809; U2OS, BacMam KCNH2, thallium flux FluxOr; active compounds read low; activity change, % at 1.84 µM; 0.37% of 340,000 active;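 active = maximum activity change below -70%; inconclusive = maximum activity change between -70% and -50%; inactive = maximum activity change above -50%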; also: % is scaled to controls: 0 for no effect and ±100 for the full control effect
#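 U2OS cells transduced with wild-type KCNH2 virus are loaded with FluxOr dye for 45 min, and thallium flux is measured in kinetic reads before and after stimulation buffer. Rate constants are normalized to DMSO controls.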
# PKM2 activator – qHTS Assay for Activators of Human Muscle isoform 2 Pyruvate Kinase. 0.34% of 260,000 active. Potency, µM (series often up to 57.5 µM), inactives show top-dose activation, usual class: activators. AID 1631, 2009. purified PKM2, Kinase-Glo ATP luminescence, activation; response scale: 0% is enzyme alone, no compound; also: potency is read from the fitted curve at half-maximal effect; % is scaled to controls: 0 for no effect and ±100 for the full control effect; nearly all actives have a fitted effect of over 55% in size
# Target sequence (P14618 whole entry, looked up, canonical isoform): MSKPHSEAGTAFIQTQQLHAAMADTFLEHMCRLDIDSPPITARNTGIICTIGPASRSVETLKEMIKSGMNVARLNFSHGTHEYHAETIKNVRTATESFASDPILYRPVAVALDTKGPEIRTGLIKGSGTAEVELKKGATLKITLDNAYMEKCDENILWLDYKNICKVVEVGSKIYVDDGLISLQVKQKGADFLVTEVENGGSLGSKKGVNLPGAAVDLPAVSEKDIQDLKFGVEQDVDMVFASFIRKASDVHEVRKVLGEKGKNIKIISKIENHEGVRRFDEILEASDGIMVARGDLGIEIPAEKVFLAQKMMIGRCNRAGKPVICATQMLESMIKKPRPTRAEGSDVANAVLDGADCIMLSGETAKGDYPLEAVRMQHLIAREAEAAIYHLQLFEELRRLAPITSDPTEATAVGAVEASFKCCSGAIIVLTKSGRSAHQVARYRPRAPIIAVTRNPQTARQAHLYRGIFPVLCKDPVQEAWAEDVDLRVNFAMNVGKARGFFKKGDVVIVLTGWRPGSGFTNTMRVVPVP
#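 Purified hPK-M2 (>95%) run at intermediate activity with 0.1 mM ADP and 0.5 mM PEP in 50 mM imidazole pH 7.2, KCl, MgCl2; 1 h room temperature. ATP formed read by Kinase-Glo luminescence; normalized to uninhibited and no-enzyme controls.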
# USP2a inh – qHTS Assay for Inhibitors of Ubiquitin-specific Protease USP2a Using CHOP2 as the Reporter; 0.01% of 330,000 active; Ubiquitin carboxyl-terminal hydrolase 2 (Homo sapiens), O75604; USP2 core, Ub-CHOP2 coupled fluorogenic reporter, 485/531; Potency, µM (top dose mostly 38.3 µM), for the others: at the highest dose activity change, negative = inhibition, hits mostly inhibitors;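 also: potency is read from the fitted curve at half-maximal effect; plate controls were DMSO wells for no effect and full inhibition by NEM control for full effect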
#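 Deubiquitinase activity read as fluorescence (485/531 nm) after Ub-CHOP2 cleavage activates the enterokinase reporter on its substrate; USP2 core 10nM, Ub-CHOP2 and substrate 25nM each, 30min compound preincubation then 60min RT; data normalized to NEM, curves fitted.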
# Menin MLL FP TR – qHTS Assay for Inhibitors Targeting the Menin-MLL Interaction in MLL Related Leukemias: Competition With Texas Red Labeled MLL-derived Mutant Peptide; Potency, µM (titrated, usually from 61.6 µM), for inactives: top-dose FP activity change, negative = inhibition, actives largely listed as inhibitors; Menin + Texas Red MLL mutant peptide, fluorescence polarization; O00255; 0.23% of 270,000 active; active = well fitted inhibition curve with a large enough effect in the polarisation, with a control signal flat, not every such curve was filed as active; inconclusive = small, poorly fitted or top-dose-only effect, or effect the other way, or a change in a side signal; inactive = no such curve, though single readings can be large or run the other way; the % refers to the polarisation; also: potency is read from the fitted curve at half-maximal effect; % of control where 0% means no effect; many of its hits are not listed in these tables
# GALK inh – qHTS Assay for Inhibitors of Human Galactokinase (GALK) | P51570 | AID 1868, 2009 | Potency, µM (doses to about 57.5 µM), for inactives: at the top dose activity change, negative = inhibition, actives largely listed as inhibitors | 0.007% of 270,000 active | Purified GALK, Kinase-Glo residual ATP luminescence; also: potency is read from the fitted curve at half-maximal effect; % is scaled to controls: 0 for no effect and ±100 for the full control effect
#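 5 nM enzyme, 35 uM ATP, 100 uM galactose, 20 mM HEPES pH8.0, 5 mM MgCl2; 1 h RT; residual ATP by Kinase-Glo Plus luminescence, qHTS format.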
# S-ASM inh – Inhibitors of Secretory Acid Sphingomyelinase (S-ASM): qHTS; Potency, µM (highest dose often 57.5 µM), without a hit: top-dose activity change, negative = inhibition, most hits filed as inhibitors; placental ASM, HMU-PC fluorogenic substrate, 60 min; AID 504937, 2011; 0.006% of 340,000 active; also: potency is read from the fitted curve at half-maximal effect
#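 qHTS format. ASM enzyme prepared from human placenta hydrolyses the fluorogenic substrate HMU-PC0 (9 uM final) over 60 min at 37 °C after a 10 min compound preincubation.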
# MBNL1-CUG inh – qHTS Assay for Inhibitors of MBNL1-poly(CUG) RNA binding; TR-FRET MBNL1-His/biotin-(CUG)12 binding, 665/545 ratio; Muscleblind-like protein 1 (Homo sapiens), Q9NR56; Potency, µM (series often up to 57.5 µM), without a hit: top-dose activity change, negative = inhibition, usual class: inhibitors; 0.036% of 280,000 active; active = well fitted inhibition curve with a large enough effect in the signal ratio, with a control signal flat, not every such curve was filed as active; inconclusive = small, poorly fitted or top-dose-only effect, or effect the other way, or a change in a side signal; inactive = no such curve, though single readings can be large or run the other way; the % refers to the signal ratio; also: potency is read from the fitted curve at half-maximal effect; % is scaled to controls: 0 for no effect and ±100 for the full control effect
#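 Compound titration spanned 92 nM–58 uM against the MBNL1-His/biotin-(CUG)12 complex. After 60 min at room temperature with 5 nM streptavidin-XL665 and 0.055 ng/ul terbium anti-His, ratiometric 665/545 nm emission (Ex 340 nm) normalized to controls.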
# Eya2 inh – qHTS Assay for Inhibitors of the Phosphatase Activity of Eya2 | Protein phosphatase EYA2 (Homo sapiens), O00167 | recombinant Eya2, OMFP fluorescence dephosphorylation (OMFP is methylfluorescein phosphate) | Potency, µM (series often up to 76.9 µM), without a hit: top-dose activity, negative = inhibition, actives largely listed as inhibitors | 0.006% of 330,000 active | AID 488837, 2010; also: potency is read from the fitted curve at half-maximal effect; % is scaled to controls: 0 for no effect and ±100 for the full control effect
# Target sequence (O00167 whole entry, looked up): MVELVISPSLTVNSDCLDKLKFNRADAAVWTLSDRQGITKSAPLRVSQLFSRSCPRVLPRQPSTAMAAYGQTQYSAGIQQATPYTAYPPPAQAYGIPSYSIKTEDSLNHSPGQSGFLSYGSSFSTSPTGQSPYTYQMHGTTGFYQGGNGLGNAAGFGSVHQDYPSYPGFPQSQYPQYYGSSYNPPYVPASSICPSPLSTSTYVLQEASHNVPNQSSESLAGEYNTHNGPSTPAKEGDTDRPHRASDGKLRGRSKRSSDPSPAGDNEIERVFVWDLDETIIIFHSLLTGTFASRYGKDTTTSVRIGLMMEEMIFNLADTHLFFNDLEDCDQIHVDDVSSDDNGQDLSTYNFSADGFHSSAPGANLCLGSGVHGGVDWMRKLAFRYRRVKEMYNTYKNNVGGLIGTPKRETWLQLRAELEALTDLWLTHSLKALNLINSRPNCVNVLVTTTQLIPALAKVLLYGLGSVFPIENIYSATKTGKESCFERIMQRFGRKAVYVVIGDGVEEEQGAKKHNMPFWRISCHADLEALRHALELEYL
#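 Eya2 (0.2 uM) preincubated 10 min at ambient with compound, then OMFP substrate added at 50 uM; 10 min reaction in 50 mM HEPES pH 7.5, 50 mM NaCl, 5 uM MgCl2, 0.05% BSA, 1 mM DTT. Fluorescence read at Ex 485/Em 525 nm.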
# TSHR antagonist – Antagonists of the Thyroid Stimulating Hormone Receptor: HTS campaign | TSHR-expressing cells, TSH-stimulated cAMP HTRF, 2 h; active compounds read low | activity change, negative = inhibition, % at 11.5 µM | Thyrotropin receptor (Homo sapiens), P16473 | 0.2% of 330,000 active;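 active = activity change below a set negative limit, meaning inhibition stronger than a set level, cut at about -70% in these data; inconclusive = activity change between two set negative limits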; also: % is scaled to controls: 0 for no effect and ±100 for the full control effect
#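 Read-out is FRET at 665 nm (cryptate excitation 337 nm) from a cryptate-tagged anti-cAMP antibody, competed by cell cAMP against cAMP-d2. Compounds are tested on freshly harvested TSHR cells challenged with 4nM TSH (EC80) for 2 hours at 37 deg C.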
# BCR signal inh – qHTS Assay to Find Inhibitors of Chronic Active B-Cell Receptor Signaling | Potency, µM (top dose mostly 46.1 µM), inactives show at the top dose ratio change, negative = lower green/red ratio, hits mostly inhibitors | 0.05% of 340,000 active | ABC-DLBCL IkBa-CBG/CBR reporter, luminescence ratio, 4 h; active = well fitted inhibition curve with a large enough effect in the signal ratio, with a control signal flat, not every such curve was filed as active; inconclusive = small, poorly fitted or top-dose-only effect, or effect the other way, or a change in a side signal; the % refers to the signal ratio;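 also: potency is read from the fitted curve at half-maximal effect; plate controls were basal doxycycline-induced cells for no effect and cells given 10 µM MG132 for full effect; MG132 reads +100%, hits lower the ratio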
#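 TMD8 human ABC-DLBCL cells with doxycycline-inducible IκBα–green luciferase fusion and unfused red luciferase, in 0.5% FBS medium; compounds up to 46 uM, 4 h at 37C. Green/red luminescence ratio, filter-overlap corrected, fitted to concentration-response curves.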
# Mito fusion act – qHTS Assay for Small Molecule Inhibitors of Mitochondrial Division or Activators of Mitochondrial Fusion; 0.23% of 320,000 active; S. cerevisiae fusion-defective mutant growth rescue, CellTiterGlo 48 h; Potency, µM (titrated, usually from 46.1 µM), for the others: at the highest dose growth rescue (activation), most hits filed as activators;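 also: potency is read from the fitted curve at half-maximal effect; % of control where 0% means no effect; nearly all actives have a fitted effect of over 45% in size; temperature-sensitive fusion mutants such as fzo1-1 at 37 °C on non-fermentable ethanol glycerol medium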
#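 Temperature-sensitive fusion-defective S. cerevisiae (e.g. fzo1-1, mgm1-5) were grown with compound in YPEG medium (3% ethanol, 3% glycerol) for 48 hours at 37C. Growth rescue was measured as viability by CellTiterGlo luminescence after 10 minutes at ambient.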
# * hit, by the source's call; ? = inconclusive; . = no result given; [ ] = remark or other dose. Unless noted, calls follow the shape of the dose curve; as a rule, active = well fitted curve in the direction sought with a large enough effect; inconclusive = small, poorly fitted or top-dose-only effect, or another doubt; inactive = no such curve, though single readings can be large; an effect the other way counts as inactive or inconclusive. Some of the compounds tested, so the mix of outcomes need not match the whole.
SMILES,KCNH2 WT inh,PKM2 activator,USP2a inh,Menin MLL FP TR,GALK inh,S-ASM inh,MBNL1-CUG inh,Eya2 inh,TSHR antagonist,BCR signal inh,Mito fusion act
Nc1cc(S(=O)(=O)N2CCCCC2)ccc1Oc1ccc(Cl)cc1,.,-1%,0%,-2%,1%,-1%,-2%,7%,-20,10%,15%
CC(=O)c1c(C)[nH]c(C(=O)Nc2nc(-c3ccccc3)c(C)s2)c1C,17,-21%,3%,-23%,2%,19%,-3%,-15%,21,?,11%
CC[C@]12c3[nH]c4cc(CCC(=O)N(C)C)ccc4c3CCN1C(=O)[C@@H](CC(=O)NCCc1ccccn1)C[C@@H]2C(=O)N1CCN(C(=O)c2ccco2)CC1,4,.,4%,.,.,8%,.,9%,-4,?,.
CCOC(=O)c1c(N)sc(C(=O)N2CCOCC2)c1C,8,3%,-1%,-1%,0%,5%,5%,8%,-4,-1%,1%
Cc1nc2c(Cl)cccc2[nH]1,-2,3%,3%,1%,2%,2%,-6%,16%,-2,?,2%
CC(=O)Nc1ccc(C(=O)COC(=O)C2CC2C)c(F)c1 (stereo not drawn),-1,.,1%,.,.,-3%,.,14%,-1,?,5%
COc1ccc(C(=O)NC2CC3CCCC(C2)N3CC(C)C)cc1OC (stereo not drawn),1,-1%,1%,8%,3%,3%,5%,-29%,12,-11%,1%
Cc1csc(-c2cnn(-c3ccccc3)c2NC(=O)c2ccccc2)n1,2,-22%,-2%,-9%,2%,0%,4%,4%[15.4 µM],4,0%,7%
CC(Sc1nnc(NC2CCCCC2)s1)C(=O)Nc1ccc2c(c1)C(=O)c1ccccc1C2=O (stereo not drawn),-2,2%,3%,?,2%,?,?,-3%,-6,3%,?
O=c1c2cc(N3CCOCC3)ccc2[nH]c(=S)n1CCCN1CCN(c2ccccc2F)CC1,.,1%,0%,10%,1%,.,0%,8%,-3,?,-4%
CNS(=O)(=O)c1ccc(NC(=O)c2ccccn2)cc1,9,-2%,7%,1%,1%,-2%,.,5%,10,?,-3%
O=C(COc1ccc(C(=O)c2ccccc2)cc1)NCC1CCCCC1,-1,6%,1%,2%,-3%,0%,-3%,1%,-16,-6%,21%
Nc1c(C(=O)NCc2ccccc2)nnn1Cc1ccccc1,0,-5%,3%,11%,1%,-3%,2%,4%,5,-5%,0%
NS(=O)(=O)c1cccc(NC(=O)CSc2ccccn2)c1,3,0%,1%,.,0%,3%,1%,-7%,-3,-1%,0%
CC(=O)NC(NC(=S)Nc1ccc(N=Nc2ccccc2)cc1)C(Cl)(Cl)Cl (stereo not drawn),-14,2%,-12%,?,-5%,?,1%,12%,-10,?,2%
Cc1ccc(C(C(=O)NC(C)(C)C)N(CC2CCCO2)C(=O)Cn2nnc(-c3ccc(C)o3)n2)cc1 (stereo not drawn),-3,3%,-3%,-8%,2%,-1%,-10%,-13%,-7,0%,17%
Cc1ccc(S(=O)(=O)NCCSCc2ccco2)cc1,-2,7%,10%,3%,1%,4%,-13%,3%,-9,1%,-5%
Cc1cc(Cl)c(S(=O)(=O)N2CCN(c3ccccn3)CC2)cc1OCC(N)=O,-4,-5%,2%,9%,2%,4%,6%,14%,-8,-1%,-1%
COc1ccc(N(C(C)C(=O)N/N=C/c2ccc(OC)c(OC)c2)S(C)(=O)=O)cc1 (stereo not drawn),-2,0%,9%,9%,1%,2%,14%,4%,-3,-2%,6%
FC(F)(F)Oc1ccc(NC(=S)Nc2ccc(OC(F)(F)F)cc2)cc1,5,-9%,10%,.,3%,-1%,-4%,7%,39,9%,-6%
Cc1ccc(NC(=O)CCNC(=O)Cn2cnc3ccccc3c2=O)cc1F,-10,0%,-1%,-10%,-1%,-2%,-1%,-3%,8,-2%,11%
COc1ccc(CCNC(=O)C(=O)NCCCN2CCOCC2)cc1,-1,-1%,1%,7%,1%,-4%,-16%,1%,9,?,10%
CC(C)(C)C(=O)Nc1ccccc1C(=O)N1CCCC1,8,2%,1%,1%,-1%,0%,6%,3%,5,9%,0%
Cc1ccc(S(=O)(=O)Oc2ccc(/C=N/N=C3/NC(=O)C(CC(=O)O)S3)cc2)cc1[N+](=O)[O-] (stereo not drawn),3,-6%,0%,.,-5%,-1%,?,0%,-9,-7%,-2%
COc1cccc(CC(=O)OCC(=O)NC(C)c2ccc(F)cc2)c1 (stereo not drawn),1,.,0%,.,.,-2%,.,-14%,1,0%,-2%
# (list continues)
SMILES,KCNH2 WT inh,PKM2 activator,USP2a inh,Menin MLL FP TR,GALK inh,S-ASM inh,MBNL1-CUG inh,Eya2 inh,TSHR antagonist,BCR signal inh,Mito fusion act
Nc1nc(SCC(=O)N2N=C(c3ccc(Cl)cc3)CC2c2ccco2)n[nH]1 (stereo not drawn),0,12%,-6%,.,-1%,-2%,.,0%,7,?,0%
Cc1cccc(C)c1NC(=O)/C(C#N)=C/c1cccs1,0,1%,0%,-4%,1%,1%,?,4%,6,1%,5%
Cn1cc(CN(Cc2ccccn2)C[C@@H]2CCC(=O)N2)c(-c2ccccc2F)n1,-5,2%,1%,-13%,-1%,7%,-7%,6%,-8,0%,-10%
C=CCc1c(C)c(C#N)c2nc3ccccc3n2c1NCCN(C)C,34,-13%,4%,-6%,-1%,318%[activator],0%,-15%,-6,7%,-23%
CCOC(=O)C1CN(C(C)(C)C)C(=O)C1=O (stereo not drawn),-11,-4%,4%,-6%,-2%,3%,?,5%,-5,6%,0%
CCCn1c(SCC(=O)NC2CCCCC2)nnc1-c1ccco1,0,-8%,2%,-2%,-1%,4%,-3%,1%,6,-1%,-4%
CCN(c1ccccc1)S(=O)(=O)c1ccc(Cl)c(NC(=O)CNC(C)c2ccccc2)c1 (stereo not drawn),8,.,2%,.,.,-4%,.,-24%,-10,0%,.
COc1ccc(C2/C(=C(/O)c3ccccc3)C(=O)C(=O)N2c2ccccn2)cc1 (stereo not drawn),1,-1%,1%,-8%,-2%,1%,8%,0%,-6,2%,0%
CCOC(=O)c1c(C)[nH]c(C(=O)OCC(=O)N2CCN(S(=O)(=O)c3ccccc3)CC2)c1C,1,-3%,5%,-3%,1%,-1%,-2%,19%,-2,-18%,1%
Cc1cc(F)ccc1NC(=O)CCc1c(C)nn(-c2ccc(N3CCCCC3)nn2)c1C,-9,-1%,0%,-11%,1%,2%,13%,-3%,-18,?,-2%
COc1ccc(S(=O)(=O)Nc2ccc(S(=O)(=O)N3CCCCC3)cc2)cc1C,3,18%,0%,-28%,0%,1%,-5%,-9%,20,?,2%
CCOC(=O)c1oc2ccccc2c1COC(=O)CNC(=O)c1ccc(C)cc1,-4,.,-1%,.,.,-25%,.,-6%,-8,?,1%
Cc1nnc(SCC(=O)N/N=C/c2ccc(-c3ccc(C)c(Cl)c3)o2)s1,3,?,1%,3%,0%,2%,17%,-13%,-4,6%,-2%
Cc1ccc(N2CC(C(=O)Nc3ccc(S(=O)(=O)Nc4nccc(C)n4)cc3)CC2=O)cc1 (stereo not drawn),-1,3%,3%,-14%,4%,0%,-4%,-3%,3,3%,0%
CN(C(=O)CSc1nncn1-c1ccccc1)C1CCS(=O)(=O)C1 (stereo not drawn),4,.,0%,.,.,3%,.,3%,13,-4%,2%
Nc1nnc(-c2cc3c(ccc4ccccc43)oc2=O)s1,.,-1%,10%,?,7%,.,?,2%,1,?,-3%
Cn1c(=O)[nH]c(=O)c2c1nc(N1CCCCC1)n2CCSc1nc2ccccc2o1,13,-21%,0%,3%[11.7 µM],1%,0%,6%,12%,4,0%,0%
O=C(NCc1ccccc1)Nc1cccn(Cc2cccc(F)c2)c1=O,-2,-2%,0%,4%,0%,2%,2%,-15%,3,1%,-7%

# Screening data deposited in PubChem BioAssay by National Center for Advancing Translational Sciences (NCATS).
